BRCA1 expr act: activators of BRCA1 expression | MCF7-BRCA1-FFLuc reporter, luminescence, 48 h; response scale: scaled: vehicle 0%, 10 µM genistein 100% | Potency, µM (doses to about 46.1 µM), without a hit: top-dose activation, hits mostly activators | actives 1.1% (n = 380,000); further: potency means the concentration at half of the fitted maximal effect; nearly all actives have a fitted effect of over 80% in size; some results filed as inactive show a strong effect at the top dose
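MCF7-BRCA1-FFLuc cells, 2000/well in phenol-red-free MEM, attached 2 h then treated 48 h at 37 C. Luciferase luminescence read 15 min after reagent; normalized to genistein maximum activation (10microM) and DMSO, concentration-response fitted.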
ELG1 repair inh: blocks ELG1-dependent DNA repair in HEK293T cells. Potency, µM (top dose mostly 46.1 µM), for the others: at the highest dose activity change, negative = inhibition, hits mostly inhibitors. actives 2.3% (n = 330,000). HEK293T ELG1-luciferase reporter, luminescence, 16 h; DNA damage induced by 5-fluorouridine. AID 504467; further: potency means the concentration at half of the fitted maximal effect; on the % scale 0 is the no-effect control and ±100 the full control effect; nearly all actives have a fitted effect of over 55% in size
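Overnight (16 hr) co-exposure of 2,000 cells/well to 5-fluorouridine and compound at 37 °C preceded detection. Luciferase was quantified via ONE-Glo luminescence; loss of signal denotes inhibition.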
FLuc counter: inhibits or activates purified firefly luciferase, miR-21 counter-screen | actives 6.9% (n = 360,000) | purified FLuc, Km substrates, luminescence inhibition | Potency, µM (titrated, usually from 57.5 µM), without a hit: at the highest dose activity change, negative = inhibition, most hits filed as inhibitors;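 further: potency means the concentration at half of the fitted maximal effect; plate controls were vehicle for no effect and reference inhibitor for full effect; nearly all actives have a fitted effect of over 55% in size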
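Purified P. pyralis luciferase (10nM final) with 10uM D-luciferin and 10uM ATP (Km levels) in 50mM Tris acetate pH 7.5, 10mM Mg acetate, 0.01% Tween-20, 0.05% BSA; qHTS 6-point titration, ~60 µM downward; luminescence read.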
ELG1 genotoxic: genotoxicity induction in ELG1-luciferase HEK293T cells. Potency, µM (series often up to 46 µM), for the others: at the highest dose activity change, positive = activation, usual class: activators. actives 1.3% (n = 330,000). HEK293T ELG1-luciferase reporter, luminescence, 16 h; further: potency means the concentration at half of the fitted maximal effect; % of control where 0% means no effect; nearly all actives have a fitted effect of over 60% in size
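ELG1-luciferase HEK293T cells, 2,000/well; compound pinned in; 16 hr, 37 °C, 5% CO2; ONE-Glo, 30 min RT; luminescence on CCD imager.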
p53 reactivation: restores transcriptional activity of mutant p53 | H1299 p53-A138V BP100-luciferase reporter, luminescence, 24 h | Potency, µM (series often up to 92.2 µM), without a hit: at the highest dose activity change, positive = activation, usual class: activators | actives 0.063% (n = 320,000) | AID 504706; further: potency means the concentration at half of the fitted maximal effect; % of control where 0% means no effect; nearly all actives have a fitted effect of over 45% in size
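p53-null H1299 cells stably carrying temperature-sensitive p53-A138V and a BP100-luciferase reporter were pinned with compounds (4-point, 1:5 series) and held 24 hrs at 37 deg C. Luminescence was read 10 min after detection reagent.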
Rab9 prom act: activates the Rab9 promoter. Huh7 Rab9 promoter-luciferase reporter, luminescence, 24 h. Potency, µM (titrated, usually from 9.22 µM), without a hit: top-dose activation, negative = inhibition, most hits filed as activators. actives 2.8% (n = 320,000); further: potency means the concentration at half of the fitted maximal effect; % of control where 0% means no effect; nearly all actives have a fitted effect of over 60% in size
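Huh7 cells stably carrying a Rab9 promoter-luciferase reporter, 1500 cells per well in OP-MEM I with 10% FBS, treated with compound 24 hours at 37C. Luciferase activity read by luminescence after 10 minutes with Amplite reagent.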
NPC1 promoter act: activates the NPC1 promoter | actives 2.4% (n = 320,000) | AID 485313 | Potency, µM (highest dose often 9.22 µM), for inactives: at the highest dose activation, hits mostly activators | Huh7 NPC1 promoter luciferase reporter, 24 h;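 further: potency means the concentration at half of the fitted maximal effect; % of control where 0% means no effect; nearly all actives have a fitted effect of over 60% in size; reporter is driven by a mutant NPC1 promoter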
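Compounds in DMSO were transferred onto Huh7 NPC1-luciferase reporter cells pre-incubated 2 h; after 24 h at 37 °C, Amplite reagent was dispensed and luminescence recorded 10 min later.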
Gal4-VP16 FLuc: Gal4-VP16 reporter inhibition counter-screen; Potency, µM (titrated, usually from 53.6 µM), without a hit: at the top dose activity, negative = inhibition, usual class: inhibitors; Drosophila S2 Gal4-VP16 UAS-luciferase, luminescence, 20 h; actives 3.5% (n = 310,000);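 further: Gal4-VP16 expression switched on by copper sulfate through the metallothionein promoter; potency means the concentration at half of the fitted maximal effect; on the % scale 0 is the no-effect control and ±100 the full control effect; nearly all actives have a fitted effect of over 50% in size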
RORgamma inh: ROR gamma (mouse) transcription inhibition; P51450; Drosophila S2 Gal4-RORgamma UAS-luciferase reporter, 20 h; Potency, µM (series often up to 53.6 µM), for the others: at the top dose activity change, negative = inhibition, actives largely listed as inhibitors; actives 5.4% (n = 310,000); AID 2551; further: potency means the concentration at half of the fitted maximal effect; on the % scale 0 is the no-effect control and ±100 the full control effect; nearly all actives have a fitted effect of over 60% in size
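In this cell-based reporter format, copper sulfate (700 uM final) drives Gal4–ROR gamma fusion expression from a metallothionein promoter in Drosophila Schneider cells; compounds preincubated 1 hr, reporter read after 20 hr at ambient temperature.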
Tb PFK inh: blocks T. brucei phosphofructokinase. O15648. T. brucei PFK, ADP-Glo luminescence. Potency, µM (highest dose often 57.5 µM), for the others: top-dose activity, negative = inhibition, most hits filed as inhibitors. actives 0.17% (n = 330,000). AID 485367;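 further: potency means the concentration at half of the fitted maximal effect; 0% = uninhibited 1x PFK enzyme wells and -100% = no-enzyme wells; nearly all actives have a fitted effect of over 60% in size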
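PFK 1.25 nM, F6P 0.5 mM, ATP 0.1 mM, 0.1 M TEA pH 8.0, 5 mM MgCl2, 0.01% Tween20, 0.1% BSA; 45 min RT. ADP-Glo readout. qHTS titration up to 57 uM; curves fitted, compounds curve-classed.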
TRPV1 ag: activates the human vanilloid receptor TRPV1. TRPV1-expressing cells, Fluo-8 calcium influx, agonist mode. AID 540275. activation, % at 8.33 µM. actives 0.19% (n = 320,000); in the data active means activation above about 80%; inconclusive means between about 30% and that limit; further: 0% is about no effect
Target sequence (Q8NER1 whole entry, looked up): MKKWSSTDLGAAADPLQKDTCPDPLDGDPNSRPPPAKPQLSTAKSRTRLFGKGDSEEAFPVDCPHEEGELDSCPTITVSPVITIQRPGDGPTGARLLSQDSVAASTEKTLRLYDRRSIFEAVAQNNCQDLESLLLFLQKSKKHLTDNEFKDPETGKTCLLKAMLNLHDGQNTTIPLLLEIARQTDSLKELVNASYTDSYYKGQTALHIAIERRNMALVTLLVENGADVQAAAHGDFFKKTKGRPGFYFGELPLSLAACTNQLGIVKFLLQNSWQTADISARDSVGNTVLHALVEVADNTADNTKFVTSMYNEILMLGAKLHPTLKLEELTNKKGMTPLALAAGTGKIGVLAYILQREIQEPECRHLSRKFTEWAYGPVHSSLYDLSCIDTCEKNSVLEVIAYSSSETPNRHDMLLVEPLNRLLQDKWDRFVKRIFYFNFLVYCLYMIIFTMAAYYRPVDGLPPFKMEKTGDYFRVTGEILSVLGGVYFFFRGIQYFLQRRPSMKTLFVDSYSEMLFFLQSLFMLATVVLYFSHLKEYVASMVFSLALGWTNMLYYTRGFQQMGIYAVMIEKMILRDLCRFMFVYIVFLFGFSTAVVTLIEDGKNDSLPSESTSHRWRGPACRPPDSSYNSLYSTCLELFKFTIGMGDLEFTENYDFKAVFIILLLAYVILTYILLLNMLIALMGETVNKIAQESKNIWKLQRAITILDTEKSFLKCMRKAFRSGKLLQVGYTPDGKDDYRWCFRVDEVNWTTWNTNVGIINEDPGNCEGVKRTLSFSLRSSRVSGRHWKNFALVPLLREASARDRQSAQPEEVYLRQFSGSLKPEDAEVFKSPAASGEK
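Fluo-8 calcium influx in TRPV1-expressing cells, kinetic read (ex 480/em 520 nm). Compound added and read 3 min for agonist activity, followed by capsaicin at EC20 final and 2 min further read for enhancement.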
* = called active by the depositor; [ ] = remark or other dose. Unless noted, the call rests on the fitted dose curve; in most records, active means well fitted curve in the direction sought with a large enough effect; inconclusive means small, poorly fitted or top-dose-only effect, or another doubt; inactive means no such curve, though single readings can be large; an effect the other way counts as inactive or inconclusive.

For Cc1cc(/C=C2\SC(=Nc3ccc(F)cc3)NC2=O)c(C)n1-c1ccc(S(N)(=O)=O)cc1 the results were BRCA1 expr act -74.9%, ELG1 repair inh inconclusive, FLuc counter 2.3%[2.3 µM], ELG1 genotoxic -9.2%, p53 reactivation -22.2%, Rab9 prom act -16.7%, NPC1 promoter act -26.6%, Gal4-VP16 FLuc inconclusive, RORgamma inh -24.4%, Tb PFK inh -0.7% and TRPV1 ag 4.6.
Cc1ccc(C(=O)N/C(=C\c2ccc([N+](=O)[O-])cc2)C(=O)NCCc2ccccc2)cc1 was read as BRCA1 expr act 1.7%, ELG1 repair inh 16.9%, FLuc counter 3.2%, ELG1 genotoxic 5.6%, p53 reactivation 0.8%, Rab9 prom act 1.7%, NPC1 promoter act -3.9%, Gal4-VP16 FLuc -22.2%, RORgamma inh -1.6%, Tb PFK inh 0.8% and TRPV1 ag -2.5.
O=C(C1CCN(S(=O)(=O)c2cnc[nH]2)CC1)N1CCc2ccccc2C1 was read as BRCA1 expr act -21.1%, ELG1 repair inh 5.6%, FLuc counter 0.3%, ELG1 genotoxic 2.5%, p53 reactivation -1.5%, Rab9 prom act -3.7%, NPC1 promoter act -3.2%, Gal4-VP16 FLuc 6.6%, RORgamma inh -1.9%, Tb PFK inh -11.3% and TRPV1 ag -2.4.
For CN(Cc1nc2ccc(F)cc2[nH]1)Cc1nc(CC2CC2)no1 the results were BRCA1 expr act -16.7%, ELG1 repair inh -5.7%, FLuc counter -2.0%, ELG1 genotoxic -5.7%, p53 reactivation -1.7%, Rab9 prom act -0.4%, NPC1 promoter act -2.7%, Gal4-VP16 FLuc -7.1%, RORgamma inh 15.0%, Tb PFK inh -1.5% and TRPV1 ag 1.8.
`CN(C)C=NC1=NN(c2cccc(C(F)(F)F)c2)CC1` gave BRCA1 expr act 13.7%, ELG1 repair inh inconclusive, FLuc counter inconclusive, ELG1 genotoxic inconclusive, p53 reactivation 2.9%, Rab9 prom act 12.7%, NPC1 promoter act 7.7%, Gal4-VP16 FLuc 16.5%[0.365 µM], RORgamma inh 23.9%, Tb PFK inh -2.8% and TRPV1 ag 7.6.
For CCCCCN(C(=O)CCC(=O)OCC(=O)Nc1cccc(SC)c1)c1c(N)n(CCCC)c(=O)[nH]c1=O the results were BRCA1 expr act -11.7%, ELG1 repair inh 1.0%, FLuc counter -14.0%, ELG1 genotoxic 1.2%, p53 reactivation -4.3%, Rab9 prom act -5.4%, NPC1 promoter act 1.1%, Tb PFK inh 11.0% and TRPV1 ag 0.5.
CCN(C[C@H]1N[C@@](Cc2ccccc2)(C(=O)OC)[C@H]2C(=O)N(C)C(=O)[C@@H]12)C(=O)COC was read as BRCA1 expr act 10.1%, ELG1 repair inh 20.2%, ELG1 genotoxic 1.5%, p53 reactivation 3.6% and Tb PFK inh 1.5%.
COc1ccc(-c2cc(C(F)(F)F)nc(SCC(=O)N(C)Cc3cnn(C)c3C)n2)cc1OC was read as BRCA1 expr act -44.3%, ELG1 repair inh inconclusive, FLuc counter -1.8%, ELG1 genotoxic -5.1%, p53 reactivation -6.0%, Rab9 prom act 0.0%, NPC1 promoter act -4.3%, Gal4-VP16 FLuc 1.8%, RORgamma inh -8.2%, Tb PFK inh -1.6% and TRPV1 ag 2.1.
CC1CCCCN1S(=O)(=O)c1ccc(C(=O)Nc2nnc(-c3ccccn3)o2)cc1 (centres undefined) was read as BRCA1 expr act 6.5%, ELG1 repair inh inconclusive, FLuc counter inconclusive, ELG1 genotoxic -7.1%, p53 reactivation 0.7%, Rab9 prom act 2.9%, NPC1 promoter act -4.4%, Gal4-VP16 FLuc 5.01µM*, RORgamma inh 2µM*, Tb PFK inh -6.8% and TRPV1 ag 1.0.
For CCOc1ccc(CCNC(=O)COC(=O)c2ccc(OC(C)C)cc2)cc1OCC the results were BRCA1 expr act 4.6%, ELG1 repair inh -0.9%, FLuc counter -2.6%, ELG1 genotoxic -5.5%, p53 reactivation -2.2%, Rab9 prom act -3.4%, NPC1 promoter act 0.7%, Tb PFK inh 1.3% and TRPV1 ag inconclusive.
Screening Cc1cc2ccccc2c(=O)[nH]1 returned BRCA1 expr act 0.8%, ELG1 repair inh inconclusive, FLuc counter 0.9%, ELG1 genotoxic 4.9%, p53 reactivation 9.1%, Rab9 prom act -2.8%[1.84 µM], NPC1 promoter act -4.0%, Gal4-VP16 FLuc 1.3%, RORgamma inh -14.9%, Tb PFK inh -9.9% and TRPV1 ag -3.0.
Screening O=c1oc(-c2ccco2)nc2ccccc12 returned BRCA1 expr act 6.2%, ELG1 repair inh 14.3%, FLuc counter inconclusive, ELG1 genotoxic 1.1%, p53 reactivation 0.3%, Rab9 prom act 3.3%, NPC1 promoter act -10.8%, Gal4-VP16 FLuc 0.4%, RORgamma inh 3.4%, Tb PFK inh 9.6% and TRPV1 ag 11.3.
Screening COc1ccccc1NC(=O)C(C(C)C)N1C(=O)c2ccccc2C1=O (centres undefined) returned BRCA1 expr act -0.7%, ELG1 repair inh 12.9%, FLuc counter -3.8%, ELG1 genotoxic 1.3%, p53 reactivation -6.8%, Rab9 prom act 0.1%, NPC1 promoter act -1.0%, Gal4-VP16 FLuc -9.5%, RORgamma inh -7.8%, Tb PFK inh -2.5% and TRPV1 ag inconclusive.
`COc1ccc(Cl)cc1NC(=S)NCCSc1ccc(C)cc1` gave BRCA1 expr act -16.9%, ELG1 repair inh -1.6%, FLuc counter -1.9%, ELG1 genotoxic -3.0%, p53 reactivation inconclusive, Rab9 prom act -3.0%, NPC1 promoter act 3.1%, Gal4-VP16 FLuc 5.01µM*, RORgamma inh 6.31µM*, Tb PFK inh -3.2% and TRPV1 ag -5.1.
For CC1CCCN(S(=O)(=O)c2cccc(-c3cn4cccnc4n3)c2)C1 (centres undefined) the results were BRCA1 expr act -7.7%, ELG1 repair inh 27.8%, FLuc counter -1.5%, ELG1 genotoxic -1.1%, p53 reactivation -1.8%, Rab9 prom act 4.6%, NPC1 promoter act -2.0%, Gal4-VP16 FLuc -3.6%, RORgamma inh 1.3%, Tb PFK inh -1.8% and TRPV1 ag 10.9.
O=C(c1ccc(Cl)cc1)N1CCC(C(=O)N2CCCc3ccccc32)CC1 was read as BRCA1 expr act -23.4%, ELG1 repair inh -11.8%, FLuc counter -0.1%, ELG1 genotoxic -4.8%, p53 reactivation -5.5%, Rab9 prom act 0.1%, NPC1 promoter act -6.3%, Gal4-VP16 FLuc 4.6%, RORgamma inh 5.3%, Tb PFK inh -1.4% and TRPV1 ag 4.9.
`Cc1ccc(/C=C/C(=O)O)cc1S(=O)(=O)NC1CCS(=O)(=O)C1` (centres undefined) gave BRCA1 expr act 2.8%, ELG1 repair inh 4.4%, FLuc counter 1.4%, ELG1 genotoxic -1.7%, p53 reactivation 0.5%, Rab9 prom act -11.7%, NPC1 promoter act -4.3%, Gal4-VP16 FLuc 3.2%, RORgamma inh -35.2%, Tb PFK inh 5.0% and TRPV1 ag 2.1.
For COc1cccc(CNC(=O)c2ccccc2N)c1 the results were BRCA1 expr act -0.3%, ELG1 repair inh 7.1%, FLuc counter 5.9%[2.3 µM], ELG1 genotoxic 0.3%, p53 reactivation 9.3%, Rab9 prom act 4.2%, NPC1 promoter act 0.9%, Gal4-VP16 FLuc -2.7%, RORgamma inh -10.0%, Tb PFK inh 0.0% and TRPV1 ag 0.3.
Cc1ccc(N/C=C2\C(=O)N(c3ccc(F)cc3F)C(c3cccnc3)S2(=O)=O)cc1 (centres undefined) was read as BRCA1 expr act 11.2%, ELG1 repair inh -6.7%, FLuc counter 0.9%, ELG1 genotoxic -0.4%, p53 reactivation 0.5%, Rab9 prom act -3.0%, NPC1 promoter act 0.8%, Gal4-VP16 FLuc 4.5%, RORgamma inh 2.5%, Tb PFK inh 0.9% and TRPV1 ag -0.7.
For Cc1nc(Sc2cccn2C)c(C(F)(F)F)c(=O)[nH]1 the results were BRCA1 expr act -34.6%, ELG1 repair inh -1.9%, FLuc counter 5.7%, ELG1 genotoxic -4.4%, p53 reactivation 3.4%, Rab9 prom act 6.4%, NPC1 promoter act -0.7%, Gal4-VP16 FLuc 0.9%, RORgamma inh 2.8%, Tb PFK inh 2.4% and TRPV1 ag 14.7.
Screening COc1ccc(/C=C2\C(=O)NC(=S)N2C(=O)c2ccc(C)cc2)cc1 returned BRCA1 expr act 41.5%, ELG1 repair inh 15.7%, FLuc counter inconclusive, ELG1 genotoxic -2.0%, p53 reactivation 15.5%, Rab9 prom act -2.3%, NPC1 promoter act -1.3%, Gal4-VP16 FLuc inconclusive, RORgamma inh 22.4µM*, Tb PFK inh -2.1% and TRPV1 ag -0.3.
